Assay outcomes as filed in PubChem BioAssay.
rCAG binder: r(CAG) repeat RNA binding. inhibition, % at 3 µM. actives 1.3% (n = 370,000). TO-PRO-1 dye displacement fluorescence;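 active = inhibition above the plate cutoff, the mean of all test compounds on that plate plus 3 SD, cut at about 35% in these data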;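 note: 0% = DMSO alone and 100% = 100 µM mitoxantrone as full dye displacement; higher means more dye released from RNA so lower well fluorescence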
Rev-erbA mod: modulates human Rev-erb alpha binding to DNA; P20393; Rev-erbα–FITC-DNA binding, fluorescence polarization, 90 min; activity, % at 10 µM; actives 0.79% (n = 370,000);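 active = activity above about 14%, limit read from the data; passing the limit was not always enough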;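 note: 0% = DMSO wells with 35 nM protein and 100% = DMSO wells with 750 nM protein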
TCR-CD3 inh: inhibitors of human TCR-CD3 interaction; TAMRA-labeled TCR probe fluorescence, biochemical; AID 651800; actives 0.37% (n = 360,000); inhibition, % at 9.4 µM; in the data active = inhibition above about 19%;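 note: recombinant mutant TCR 2C K166C tagged with TAMRA read by polarization; 0% = receptor in buffer alone and 100% = receptor with positive control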
HTRA1 inh: HTRA1 (human) protease inhibition; Q92743; recombinant HTRA1, FP-rhodamine activity-based probe, fluorescence polarization; inhibition, % at 5.96 µM; actives 0.5% (n = 340,000); in the data active = inhibition above about 36%;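 note: 0% = enzyme with DMSO and 100% = wells lacking enzyme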
MBD2 inh: inhibitors of human MBD2 binding to methylated oligonucleotide | Q9UBB5 | TR-FRET | inhibition, % at 4.4 µM | actives 0.31% (n = 370,000); in the data active = inhibition above about 13%
Target sequence (Q9UBB5 whole entry, looked up): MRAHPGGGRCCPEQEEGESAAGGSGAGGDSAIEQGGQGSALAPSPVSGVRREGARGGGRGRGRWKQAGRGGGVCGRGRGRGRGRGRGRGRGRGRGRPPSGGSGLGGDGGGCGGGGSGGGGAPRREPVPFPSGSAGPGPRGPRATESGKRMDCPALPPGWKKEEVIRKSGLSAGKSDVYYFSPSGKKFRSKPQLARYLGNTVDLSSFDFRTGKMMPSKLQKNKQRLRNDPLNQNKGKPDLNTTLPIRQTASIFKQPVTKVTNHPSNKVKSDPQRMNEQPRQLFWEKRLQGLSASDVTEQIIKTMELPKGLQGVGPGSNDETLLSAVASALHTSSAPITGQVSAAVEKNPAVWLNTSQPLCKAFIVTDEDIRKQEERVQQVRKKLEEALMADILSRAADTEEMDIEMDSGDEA
mABHD4 FP: inhibits mouse alpha/beta hydrolase domain 4; Q8VD66; purified mABHD4, FP-Rh probe fluorescence polarization; inhibition, % at 8.92 µM; actives 0.54% (n = 370,000); AID 720543;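 active = inhibition exceeding the mean over every tested compound plus 3 SD, cut at about 30% in these data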;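 note: 0% = plate median of compound wells and 100% = S159A mutant with DMSO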
Target sequence (Q8VD66 whole entry, looked up, the tested form may be a part): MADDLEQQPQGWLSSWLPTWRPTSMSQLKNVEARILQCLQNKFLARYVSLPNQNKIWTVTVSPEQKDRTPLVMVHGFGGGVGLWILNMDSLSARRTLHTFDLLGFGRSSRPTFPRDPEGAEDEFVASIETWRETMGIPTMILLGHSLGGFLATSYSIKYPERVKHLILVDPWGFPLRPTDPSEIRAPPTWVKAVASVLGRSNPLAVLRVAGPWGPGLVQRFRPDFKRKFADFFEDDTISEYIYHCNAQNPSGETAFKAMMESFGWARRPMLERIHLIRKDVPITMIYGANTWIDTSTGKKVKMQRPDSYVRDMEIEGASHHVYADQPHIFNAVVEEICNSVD
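Assay system: wild-type mouse ABHD4 protein; compound: single nominal dose of 8.92 µM, 0.89% DMSO final; schedule: 45 min + 60 min at 25 °C; measured by: FP readout, ex 525 nm / em 598 nm; evaluation: % inhibition of FP-Rh probe binding versus controls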
UHRF1 binding: blocks human UHRF1 binding to methylated DNA. Q96T88. UHRF1 binding to methylated oligo, TR-FRET. inhibition, % at 4.4 µM. actives 0.75% (n = 370,000). AID 687016; in the data active = inhibition above about 21%;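 note: UHRF1 SRA domain binding a hemimethylated CpG hairpin DNA probe; 0% = median of test compound wells and 100% = reference inhibitor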
LEDGF integ inh: blocks HIV-1 LEDGF/p75-dependent DNA integration | AID 743269 | TR-FRET IN-LEDGF/p75 DNA integration, Eu/Cy5 | inhibition, % at 3.7 µM | actives 0.64% (n = 370,000);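 active = inhibition above the screen-wide mean plus 3 SD, cut at about 13% in these data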;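 note: signal is the Cy5 over europium emission ratio at 671 and 618 nm; 0% = plate median of compound wells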
PRMT1 FP inh: inhibitors of human PRMT1; Q99873; recombinant PRMT1, activity-based probe fluorescence polarization; inhibition, % at 2.79 µM; actives 1.3% (n = 370,000); AID 652257;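 active = inhibition above about 21% made by adding two undisclosed values, limit read from the data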
PG9 binder: binds the HIV-1 gp120 antibody PG9; TR-FRET gp120-PG9 antibody binding; actives 0.43% (n = 360,000); inhibition, % at 6.7 µM; in the data active = inhibition above about 8.5%
* = called active by the depositor; nt = not tested or not shown.

# | SMILES | rCAG binder | Rev-erbA mod | TCR-CD3 inh | HTRA1 inh | MBD2 inh
1 | Cc1ccc(CN2CCN(/N=C/C=C/c3ccccc3[N+](=O)[O-])CC2)cc1 | -3 | 5 | 2 | -9 | -2
2 | CN(C)c1ccc(C2OC(=O)C3(CCCC3)C(=O)C2(C)C)cc1 (stereo unspecified) | -1 | 5 | 2 | 0 | -8
3 | C=CCN1C(=O)C2(OCCO2)c2cc(C)ccc21 | 1 | 2 | 6 | 2 | -6
4 | Cc1ccc(NC(=O)c2cccc(S(C)(=O)=O)c2)cc1 | -4 | -5 | -2 | -2 | -1
5 | COc1cc2[nH]c(=O)n(CCC(=O)N3CCc4ccccc4C3)c(=O)c2cc1OC | -2 | -2 | 0 | -1 | -4
6 | CCN(CC)C(=O)CN(C#N)c1nc(OC)nc(N(C)C)n1 | 0 | -3 | 3 | 10 | -1
7 | C/C(CC(=O)NCc1ccco1)=N\NC(=O)c1ccc(Cl)cc1Cl | 2 | 1 | 4 | -9 | 0
8 | C/C(=N\NC(=O)c1ccc(=O)[nH]n1)c1cccnc1 | -1 | -1 | -1 | -1 | 0
9 | Cn1c(COc2ccccc2)nnc1SCc1cc(=O)[nH]c2ccccc12 | -4 | 4 | 0 | -1 | 4
10 | O=C(COc1ccc(F)cc1)N(Cc1ccc(Cl)cc1)C1CCS(=O)(=O)C1 (stereo unspecified) | -2 | -3 | 11 | 0 | -5

# | mABHD4 FP | UHRF1 binding | LEDGF integ inh | PRMT1 FP inh | PG9 binder
1 | -2 | -3 | 4 | -4 | -4.2
2 | 3 | -5 | 6 | -4 | -5.2
3 | -3 | 0 | 4 | -9 | 0.5
4 | -4 | 1 | 3 | -2 | -1.8
5 | 2 | 0 | -3 | -1 | 1.8
6 | 8 | 3 | 10 | 1 | 1.3
7 | -9 | -2 | 2 | 0 | -1.0
8 | 12 | 14 | -1 | 1 | -1.4
9 | -5 | -2 | -3 | 0 | -1.3
10 | 0 | -1 | 4 | -3 | -0.3

More results follow:
# | SMILES | rCAG binder | Rev-erbA mod | TCR-CD3 inh | HTRA1 inh | MBD2 inh
11 | COCCCNC(=O)c1ccc(Cn2c(=O)c3ccccc3n(CC(=O)NCCc3ccc(OC)c(OC)c3)c2=O)cc1 | -3 | -2 | -9 | -3 | 9
12 | COc1ccc(C(=O)CCNc2ccc(F)cc2)cc1 | -1 | -3 | 3 | 3 | 3
13 | COc1cccc(NC(=O)CCC(=O)N2CC(C)Oc3ccc(C)cc32)c1 (stereo unspecified) | 2 | 5 | -10 | -13 | -5
14 | COC(=O)C1=C(C)N=C2SC(C#N)=C(N)N2C1c1ccc(OCc2ccccc2)cc1 (stereo unspecified) | 9 | 7 | 7 | -1 | -2
15 | CCN(CC)c1ccc(NC(=O)c2cccc(F)c2)c(C)c1 | 1 | 7 | -3 | 1 | 2
16 | O=C(NCc1ccc2c(c1)OCO2)c1cccc(F)c1 | 1 | -2 | 8 | -3 | -4
17 | Cc1ccc(C)c(NC(=S)N2CCC(NC(=O)c3ccco3)CC2)c1 | 1 | -3 | 1 | -1 | 7
18 | OC1(c2ccc(OC(F)F)cc2)CSC(=Nc2cccnc2)N1Cc1ccco1 (stereo unspecified) | -6 | 1 | 6 | -7 | -5
19 | COCCNC(=O)CN1C(=O)NC2(CCCCCC2)C1=O | -2 | 3 | -3 | 9 | 3
20 | Cc1cc(C=O)c(C)n1-c1cc(C(=O)O)cc(C(=O)O)c1 | 1 | -3 | 10 | 7 | 14*

# | mABHD4 FP | UHRF1 binding | LEDGF integ inh | PRMT1 FP inh | PG9 binder
11 | 5 | 19 | 0 | 1 | 1.4
12 | 2 | 0 | 0 | 4 | 1.3
13 | -8 | 2 | 8 | -4 | 0.9
14 | 1 | -3 | 0 | 0 | 1.1
15 | -2 | 1 | -2 | 6 | -3.9
16 | 3 | 1 | 1 | -1 | 1.9
17 | 6 | 0 | -1 | -1 | -0.1
18 | -4 | -2 | 2 | -2 | 0.5
19 | 3 | 4 | -5 | 1 | 0.8
20 | 6 | 49* | 13 | 6 | -1.5

(further entries)
# | SMILES | rCAG binder | Rev-erbA mod | TCR-CD3 inh | HTRA1 inh | MBD2 inh
21 | Cc1nn(-c2ccccc2)c(Cl)c1/C=N/NC(=O)c1[nH]ncc1Br | 0 | -1 | -4 | -8 | -3
22 | COc1ccc(NC(=O)CCSc2cc(C)c3ccccc3n2)cc1 | 1 | 1 | 6 | -18 | 3
23 | CCOC(=O)c1sc(N(C)C(C)=O)nc1C | 0 | 6 | 6 | 7 | -1
24 | COC(=O)CN1C(=O)[C@H]2[C@@H](c3ccc(C)o3)N3C(=O)CN(CC4CC4)C(=O)[C@@]3(Cc3ccccc3)[C@H]2C1=O | -2 | -8 | 4 | -5 | -4
25 | C/C(=N\NC(N)=S)c1cccnc1 | -2 | -5 | 3 | -2 | -2
26 | COc1ccc(OC)c(C(=O)c2coc3ccc(O)c(CN4CCOCC4)c23)c1 | -9 | 2 | 3 | 3 | -4
27 | CN(C)C(=O)c1ccc(-c2nnc(OCc3nc4ccccc4n3C)c3ccccc23)cc1 | -3 | 3 | 4 | -1 | 1
28 | N#Cc1c(-c2ccc(Cl)cc2Cl)nc2n(c1=O)CCS2 | 17 | -4 | 6 | -18 | 4
29 | CCOc1cc2c(cc1C(C)(C)C)NC(=O)CS2 | -6 | 4 | 4 | -6 | -6
30 | Cc1cccc(-n2ncc3c2CCCC3NC(=O)CN2CCOC2=O)c1C (stereo unspecified) | -3 | 0 | -4 | 3 | 4

# | mABHD4 FP | UHRF1 binding | LEDGF integ inh | PRMT1 FP inh | PG9 binder
21 | -6 | -1 | 2 | -2 | -0.8
22 | 1 | 5 | -3 | -2 | -0.9
23 | 4 | 0 | -2 | 1 | 0.2
24 | -6 | 0 | 1 | 0 | -1.0
25 | -5 | 5 | -7 | 9 | 1.7
26 | 2 | -6 | 1 | 1 | -0.5
27 | 3 | 2 | 5 | 0 | -1.2
28 | -5 | -2 | 2 | 4 | 2.4
29 | 2 | 1 | 2 | -2 | 0.3
30 | -3 | 3 | -6 | 4 | -0.2

(list continues)
# | SMILES | rCAG binder | Rev-erbA mod | TCR-CD3 inh | HTRA1 inh | MBD2 inh
31 | C=CCOc1c2ccc(C(=O)NCc3ccc(OC)cc3)cc2nn1C | 4 | -3 | 3 | 2 | -5
32 | CCCCC1S/C(=N/N=C/c2ccc(OC)cc2)N(Cc2ccc(OC)cc2)C1=O (stereo unspecified) | 8 | 3 | 4 | -33 | 2
33 | COc1ccc(Nc2nc(N)nc(CSC(=S)N3CCN(c4ccccc4)CC3)n2)cc1 | 10 | 6 | 1 | -23 | 1
34 | O=C(C1CC2C=CC1C2)N1CCN(c2ccccc2)CC1 (stereo unspecified) | -5 | 0 | -4 | -7 | -2
35 | COc1ccc(F)cc1C(=O)C1CCCN(C(=O)c2ccc(C(C)=O)s2)C1 (stereo unspecified) | -4 | 2 | 1 | -1 | -3
36 | O=C1CNC(=O)/C(=C/c2ccco2)N1 | -3 | 0 | 0 | 2 | 0
37 | C=CCNC(=S)NNC(=O)CC12CC3CC(CC(C3)C1)C2 | 1 | -5 | -1 | -1 | 2
38 | O=C1c2ccccc2C(=O)N1n1c(=O)[nH]c2ccccc2c1=O | 6 | -6 | -5 | 7 | 0
39 | Cc1ccc2c(Cl)cc(Cl)c(OCC(=O)N(C(C)C)C(C)C)c2n1 | -1 | 0 | 0 | 3 | -7
40 | Cc1c(NC(=O)C(C)OC(=O)COc2ccccc2)c(=O)n(-c2ccccc2)n1C (stereo unspecified) | -4 | 2 | 2 | 2 | -1

# | mABHD4 FP | UHRF1 binding | LEDGF integ inh | PRMT1 FP inh | PG9 binder
31 | 3 | 0 | 1 | -1 | -1.2
32 | 2 | -1 | -1 | 0 | 1.4
33 | -3 | -2 | -1 | 1 | -0.5
34 | -2 | 3 | 4 | -3 | -0.3
35 | -2 | -2 | 1 | 0 | 2.1
36 | 10 | 2 | 8 | 23* | -2.8
37 | 6 | 1 | -4 | -1 | -0.3
38 | -3 | 2 | 3 | 1 | -0.2
39 | -2 | -3 | 3 | -3 | -1.1
40 | 1 | 2 | -1 | 1 | -0.6

Retrieved by compound from above (4):
# | SMILES | rCAG binder | Rev-erbA mod | TCR-CD3 inh | HTRA1 inh | MBD2 inh
28 | N#Cc1c(-c2ccc(Cl)cc2Cl)nc2n(c1=O)CCS2 | 17 | -4 | 6 | -18 | 4
2 | CN(C)c1ccc(C2OC(=O)C3(CCCC3)C(=O)C2(C)C)cc1 (stereo unspecified) | -1 | 5 | 2 | 0 | -8
8 | C/C(=N\NC(=O)c1ccc(=O)[nH]n1)c1cccnc1 | -1 | -1 | -1 | -1 | 0
13 | COc1cccc(NC(=O)CCC(=O)N2CC(C)Oc3ccc(C)cc32)c1 (stereo unspecified) | 2 | 5 | -10 | -13 | -5

# | mABHD4 FP | UHRF1 binding | LEDGF integ inh | PRMT1 FP inh | PG9 binder
28 | -5 | -2 | 2 | 4 | 2.4
2 | 3 | -5 | 6 | -4 | -5.2
8 | 12 | 14 | -1 | 1 | -1.4
13 | -8 | 2 | 8 | -4 | 0.9

By substructure, those above containing a cyano group (3)
# | SMILES | rCAG binder | Rev-erbA mod | TCR-CD3 inh | HTRA1 inh | MBD2 inh
6 | CCN(CC)C(=O)CN(C#N)c1nc(OC)nc(N(C)C)n1 | 0 | -3 | 3 | 10 | -1
14 | COC(=O)C1=C(C)N=C2SC(C#N)=C(N)N2C1c1ccc(OCc2ccccc2)cc1 (stereo unspecified) | 9 | 7 | 7 | -1 | -2
28 | N#Cc1c(-c2ccc(Cl)cc2Cl)nc2n(c1=O)CCS2 | 17 | -4 | 6 | -18 | 4

# | mABHD4 FP | UHRF1 binding | LEDGF integ inh | PRMT1 FP inh | PG9 binder
6 | 8 | 3 | 10 | 1 | 1.3
14 | 1 | -3 | 0 | 0 | 1.1
28 | -5 | -2 | 2 | 4 | 2.4

(list continues)
# | SMILES | rCAG binder | Rev-erbA mod | TCR-CD3 inh | HTRA1 inh | MBD2 inh
41 | N#CCC(=O)Nc1ccc(C(=O)NNC(=S)NC2CCCCC2)cc1 | 8 | -5 | -2 | nt | 1
42 | N/C(=N\OC(=O)c1ccccc1Cl)c1cccnc1 | 0 | 1 | -1 | 0 | -4
43 | CCOC(=O)c1ccc(NC(=S)NCCCN2CCN(C3CCCCC3)CC2)cc1 | -11 | -3 | -8 | -1 | 1
44 | Cc1ccc(CONC(=O)c2ccccc2)cc1 | 0 | 2 | 5 | 2 | 5
45 | CCCC(=O)NC(Nc1ccc(S(=O)(=O)Nc2cc(C)on2)cc1)(C(=O)OCC)C(F)(F)F (stereo unspecified) | 2 | -8 | 6 | 3 | 0
46 | Cc1cc(C)nc(NC(=O)c2ccc(Br)s2)n1 | -1 | -4 | -8 | 1 | 6
47 | Cc1ccc2c(c1)NC(=O)C(CC(=O)NCCCN1CCN(c3cc(Cl)ccc3C)CC1)O2 (stereo unspecified) | 5 | -4 | 7 | -14 | 3

# | mABHD4 FP | UHRF1 binding | LEDGF integ inh | PRMT1 FP inh | PG9 binder
41 | 5 | -2 | -1 | -4 | -1.1
42 | -1 | -3 | 3 | 0 | 0.8
43 | 5 | -1 | -5 | 1 | 0.1
44 | -5 | -4 | 0 | -2 | -0.7
45 | 4 | 0 | 0 | -2 | -0.3
46 | -5 | 3 | 0 | 3 | 2.9
47 | -3 | 1 | 4 | -1 | 0.6

An excerpt; rates above refer to the full screens.
